CF NFkB block: inhibitors of PAF-induced NF-kB signaling, primary screen, cell-based, GFP fluorescence, uHTS. KKLEB NF-kB-GFP reporter, GFP fluorescence overnight. 360,000 compounds, 0.86% hits. AID 588850, 2011. inhibition, % at 5 µM;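 active = at least 50% inhibition at 5 µM, scaled per plate between neutral and stimulator controls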;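 also: PAF is a Pseudomonas aeruginosa culture filtrate used as stimulus; plate controls were PAF-stimulated DMSO wells for no effect and unstimulated DMSO wells for full effect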
Peg3 prom inh: Peg3 promoter-driven luciferase inhibitors, primary screen, cell-based, HeLa, luciferase luminescence; HeLa PEG-Prom luciferase reporter, overnight; inhibition, % at 20 µM; 360,000 compounds, 1.7% hits; AID 588405, 2011;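 active = inhibition of at least 50% at 20 µM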
PDI turbidity: inhibitors of human PDI, primary screen, biochemical, turbidity, single point, plate reader; Protein disulfide-isomerase (Homo sapiens), P07237; PDI insulin aggregation turbidity, A650, 90 min; inhibition, % at 10 µM; 350,000 compounds, 0.052% hits;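 active = mean inhibition across replicates of 30% or more, whatever share of single replicates reach that level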;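 also: absorbance from insulin aggregation driven by PDI reduction with DTT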
Target sequence (P07237 whole entry, looked up): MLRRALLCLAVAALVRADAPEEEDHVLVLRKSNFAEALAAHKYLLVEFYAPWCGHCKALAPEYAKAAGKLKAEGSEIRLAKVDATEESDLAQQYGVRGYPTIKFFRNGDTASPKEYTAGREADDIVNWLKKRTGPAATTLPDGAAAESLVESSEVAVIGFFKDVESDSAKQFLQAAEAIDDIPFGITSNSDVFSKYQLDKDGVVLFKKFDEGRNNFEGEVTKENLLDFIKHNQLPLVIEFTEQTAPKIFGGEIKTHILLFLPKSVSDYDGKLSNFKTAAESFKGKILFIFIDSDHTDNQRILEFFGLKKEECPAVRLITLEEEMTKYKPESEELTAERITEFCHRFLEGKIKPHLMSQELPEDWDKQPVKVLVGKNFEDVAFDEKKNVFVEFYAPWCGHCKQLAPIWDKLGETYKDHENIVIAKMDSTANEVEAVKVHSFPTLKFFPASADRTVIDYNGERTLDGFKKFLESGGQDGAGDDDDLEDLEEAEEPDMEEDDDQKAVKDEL
NR2E3 ag-1: inhibitors of NR2E3-RetCOR corepressor binding, primary screen, NR2E3 agonist project, biochemical, TR-FRET, GST-NR2E3, biotin-RetCOR; Photoreceptor-specific nuclear receptor (Homo sapiens), Q9Y5X4; 1536-well; inhibition of corepressor binding, % at 4.78 µM; 320,000 compounds, 0.12% hits; AID 2300, 2010;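 active = percent inhibition above the cutoff of mean plus 3 SD of all tested compounds, set per screening campaign, cut at about 20% in these data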;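 also: 0% = DMSO wells and 100% = biotin wells as full block of FRET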
Target sequence (Q9Y5X4 whole entry, looked up): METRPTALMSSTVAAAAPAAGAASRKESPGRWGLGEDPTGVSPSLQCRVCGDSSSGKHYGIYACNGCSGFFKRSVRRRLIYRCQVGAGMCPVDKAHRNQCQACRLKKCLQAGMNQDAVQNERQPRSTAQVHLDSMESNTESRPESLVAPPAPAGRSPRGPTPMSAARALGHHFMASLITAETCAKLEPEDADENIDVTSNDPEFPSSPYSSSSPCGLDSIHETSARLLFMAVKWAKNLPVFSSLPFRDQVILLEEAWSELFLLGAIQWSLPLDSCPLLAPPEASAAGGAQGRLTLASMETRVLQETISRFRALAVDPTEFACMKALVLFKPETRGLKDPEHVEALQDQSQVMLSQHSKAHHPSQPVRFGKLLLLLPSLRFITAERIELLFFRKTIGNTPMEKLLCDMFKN
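Test system – NR2E3–RetCOR corepressor complex · Quantity – NR2E3 fusion 1.35 nM · Buffer or medium – Tris pH 7.5 · Incubation – Compound–protein incubation for 5 h at 4 °C · Technique – TR-FRET, Eu(K)-anti-GST donor, streptavidin-D2 acceptor, ex 340, em 617/671 nm · Evaluation – percent inhibition of 671/617 nm emission ratio versus biotin and DMSO controls · Plate – 1536-well format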
Vif inh: HIV Vif self-association inhibitors, primary screen, imaging, HEK293T, single point; HEK293T cells, Vif self-association by quenched fluorescence, 24 h; inhibition, % at 7.49 µM; 340,000 compounds, 0.35% hits; in the data active = inhibition above about 50%, passing the limit was not always enough; also: some results filed as inactive read as strong as hits
Shn3 3UTR inh: reduction of Shn3 3'UTR firefly luciferase signal, primary screen, Schnurri-3 inhibitor project, cell-based, Clone20 osteoblasts, set 2; AID 588674, 2011; inhibition, % at 12.5 µM; Clone20 osteoblast Shn3 3'UTR firefly luciferase, 24 h; 360,000 compounds, 0.52% hits;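 active = mean inhibition of at least 75% with every replicate also reaching 75%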;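 also: 0% = median of neutral control wells and 100% = pilot-screen positive control compound; some compounds past the cut are filed as inactive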
KKLEB cytotox: cytotoxicity in KKLEB CF airway cells, primary screen, cytotoxicity control for CF NF-kB inhibitor project, cell-based, uHTS, fluorescence assay plates | activity change (cytotoxicity), % at 5 µM | 360,000 compounds, 0.36% hits | AID 602141, 2011 | KKLEB CF airway cells viability, ATPlite luminescence, overnight; stronger effect = lower value; cells stimulated with P. aeruginosa culture filtrate;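 active = corrected activity change at or below -50% at 5 µM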
CaV13 ICDI inh: Primary screen for inhibitors of IQ motif and Ca2+-dependent inactivation inhibitor domain binding in CACNA1D, Förster resonance energy transfer in living cells, …; inhibition, % at 12.3 µM; 340,000 compounds, 0.098% hits; AID 743397; HEK cells, CFP/YFP FRET ICDI-IQ, plate reader, 10 min; percent FRET-ratio fall versus neutral wells;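 active = mean replicate inhibition of at least 30% and at least 1% of replicates passing that level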;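 also: 0% = median of the neutral control wells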
NR2E3 ag-2: NR2E3 agonists in two-hybrid cells, primary screen, cell-based, luminescence, CHO-S, Gal4-NCOR/VP16-NR2E3 | Photoreceptor-specific nuclear receptor (Homo sapiens), Q9Y5X4 | luciferase | inhibition of corepressor binding, % at 3.98 µM | 360,000 compounds, 0.35% hits | AID 602229, 2012;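 active = inhibition above the mean of all tested compounds plus 3 SD, cut at about 70% in these data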;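 also: 0% = DMSO with NR2E3 transfected cells and 100% = cells lacking NR2E3 construct; higher means lower luciferase signal from less NR2E3 corepressor binding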
HIF-2a block: HIF-2a reporter inhibitors, primary screen, luminescence, 786-0 RCC cells; inhibition, % at 18.8 µM; 786-0 RCC cells HIF-2a reporter, luciferase luminescence, overnight; 360,000 compounds, 0.72% hits;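 active = inhibition of the luminescence signal of 40% or more relative to plate controls, in a single-dose primary screen at 18.75 µM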
TRPM1 prom inh: inhibitors of MITF-dependent TRPM1 promoter reporter, primary screen, cell-based, SK-MEL-5, single point, luciferase. SK-MEL-5 TRPM1 promoter luciferase, 24 h. inhibition, % at 12.5 µM. 330,000 compounds, 0.83% hits;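 active = mean inhibition across replicates of 60% or more, whatever share of single replicates reaches that level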; also: values of inactives mirror those of a sister screen read the other way
An asterisk follows results filed as active; x = no result given. An unsorted share of the library. About 3.3% of those tested had a hit in this group.

SMILES	CF NFkB block	Peg3 prom inh	PDI turbidity	NR2E3 ag-1	Vif inh	Shn3 3UTR inh	KKLEB cytotox	CaV13 ICDI inh	NR2E3 ag-2	HIF-2a block	TRPM1 prom inh
O=C(OCc1nc2scc(-c3ccccc3)c2c(=O)[nH]1)c1cc(Cl)ccc1[N+](=O)[O-]	-29	-10	15	1	0	-12	11	-6	7	4	-14
S=C(NCCc1ccccc1)N1CCN(Cc2ccc(Cl)c(Cl)c2)CC1	-21	19	5	-3	18	-8	26	-5	-3	20	10
COc1cccc(C(=O)CSc2nnc(-c3cc(OC)cc(OC)c3)o2)c1	29	21	-3	0	-3	-13	-34	-5	-24	2	17
Cc1cc(C)n(C(=O)CSc2nnc(SCC(=O)n3nc(C)cc3C)s2)n1	-2	-1	-4	3	1	-4	4	x	-9	9	3
CC(c1ccccc1)C1CC(=O)N(c2ccc(C(=O)O)cc2)C1=O (configuration not stated)	0	14	3	-1	x	-23	14	-10	-8	2	0
COc1ccc(Cl)cc1NC(=O)CSc1nnc(C2CC2)n1C	-2	3	-7	6	-1	12	-6	-7	2	8	11
Cc1ccc(-n2c(CCc3ccccc3)n[nH]c2=S)cc1C	-35	3	-4	0	8	-17	10	-20	-39	9	5
Cc1ccc(-c2nc3cnccn3c2Nc2ccccc2)o1	7	-78	-6	-3	x	-13	-14	-6	-39	-91	x
Cc1ccc(C(O)c2ncc(-c3ccccc3F)[nH]2)c(C)c1 (configuration not stated)	21	-111	-7	x	-6	-27	-6	-4	-63	-117	x
O=C1NC(c2ccc(Br)cc2)Nc2sc3c(c21)CCC3 (configuration not stated)	-44	-101	-6	1	8	-18	10	-3	-73	-130	17
Fc1ccc(CNCc2ccccc2Cl)cc1	-1	-6	-1	-1	-1	-7	0	-6	-28	-21	-15
O=C(CSc1nc2c(c(=O)n1-c1ccc(Cl)cc1)SCC2)NCC1CCCO1 (configuration not stated)	-14	6	-2	3	2	21	3	x	0	21	10
COC(=O)c1cccc(NS(=O)(=O)c2ccc(OC)c(OC)c2)c1C	13	13	-4	1	-21	27	6	-8	15	10	10
C#CCOCCOCCOCCNc1nc(N2CCN(C(=O)CCCCCCCCCCNC(=O)[C@H](CO)n3cc(CCCSC)nn3)CC2)nc(N2CCN(C(=O)CCCCCCCCCCNC(=O)[C@H](CCCCN)n3cc(CCO)nn3)CC2)n1	5	15	2	x	x	-15	5	-6	6	-2	7
COc1ccccc1OCc1ccc(C(=O)Nc2ccc(Cl)cn2)o1	12	-27	-10	9	-2	-1	0	3	12	-20	-2
COC(=O)c1ccc(/C=N/Nc2nc(N3CCCCC3)nc(N3CCCCC3)n2)cc1	-3	6	4	2	10	-7	2	-4	-16	4	5
CC(C)COc1ccc(S(=O)(=O)NNC(=O)c2cc3ccccc3o2)cc1	15	17	-3	0	-9	9	-9	-5	75*	13	5
O=C(CSc1nc2[nH]ncc2c(=O)[nH]1)Nc1ccc(F)cc1	18	5	1	1	-3	3	10	-5	-3	-9	10
CCOc1ccc(S(=O)(=O)NCc2ccccc2OC)cc1	8	11	-7	1	5	22	2	9	8	14	5
Cc1cc(C)nc(NC(=O)CSc2nccc(C)n2)n1	6	7	-8	-1	35	3	1	1	-2	15	13
COc1ccccc1CNS(=O)(=O)CCNCc1ccco1	-13	-8	7	x	4	-21	-3	-9	-33	13	-14
COc1ccc(COC(=O)N/N=C/c2cccs2)cc1	-4	-121	11	-2	-2	-81	6	-3	-20	-151	-7
Cc1ccc(S(=O)(=O)N2CCOCC2)cc1NC(=O)CSCc1c(C)noc1C	-8	-2	1	6	3	13	0	-2	-12	3	x
Nc1c(N2CCCC2)cc(Cl)c2nonc12	-8	-9	-13	1	1	-15	-4	x	-5	3	74*
Cc1cccc(NC(=O)c2nc[nH]c2C(=O)N[C@@H](CC(C)C)C(=O)OCc2ccccc2)c1	-17	11	-2	5	3	-1	-4	-5	13	2	-5
Carrying on:
SMILES	CF NFkB block	Peg3 prom inh	PDI turbidity	NR2E3 ag-1	Vif inh	Shn3 3UTR inh	KKLEB cytotox	CaV13 ICDI inh	NR2E3 ag-2	HIF-2a block	TRPM1 prom inh
N#Cc1c(NC(=O)CN2CCOCC2)oc(-c2ccccc2)c1-c1ccccc1	10	8	-4	0	-14	8	-11	-6	-17	-1	8
CCOc1ccc(NC(=O)COc2ccc(OC)cc2)cc1	19	-5	10	-3	3	7	0	-1	-5	6	4
O=C(CCCSc1nc2ccccc2[nH]1)Nc1nnc(-c2ccccc2)o1	-23	-8	-3	1	-3	8	10	-9	6	19	13
CCc1ccc(C2N(c3ccc(OC)cc3)C(=O)C3CCCN32)cc1 (configuration not stated)	0	8	x	2	8	6	5	-5	-1	-17	-9
COc1ccc(-c2cc(C(=O)N3CCc4ccccc4C3)no2)cc1OC	-2	-4	-2	3	-5	21	-4	-4	-18	-10	7
COC(=O)c1cc(NC(=O)c2cccc([N+](=O)[O-])c2C)ccc1Cl	-41	-8	-5	2	-3	-3	9	-2	24	-35	-1
COc1ccccc1CNC(=O)C(C)NS(=O)(=O)c1ccc(Br)cc1 (configuration not stated)	9	4	9	2	22	-3	5	-2	2	21	-10
CCC(C)(C(=O)NC1CCCC1)N(Cc1ccco1)C(=O)c1ccc2c(c1)OCO2 (configuration not stated)	-10	16	0	0	0	4	-9	-5	6	0	-7
O=C(Cn1cc2c(n1)CCCC2)N1CCCc2ccccc21	6	-18	x	4	4	6	-1	-2	-4	-18	-2
C[C@@H]1CN([C@@H](C)CO)C(=O)c2cc(Br)cnc2O[C@H]1CN(C)Cc1ccc(-c2ccccc2)cc1	12	6	6	x	x	-13	-3	-5	-12	-18	x
O=C(/C=C/c1cccs1)N1CCC2(CC1)Oc1ccc(Cl)cc1C(=O)C21CC(c2cccnc2)=NO1 (configuration not stated)	-3	40	0	0	-11	2	-3	-1	-3	16	2
COc1ccc(S(=O)(=O)Nc2cccc3c2O[C@H](CN(C)CC2CCCCC2)[C@@H](C)CN([C@H](C)CO)C3=O)cc1	0	11	3	x	9	2	-5	-5	-6	1	6
COc1ccc(NC(=O)CSc2nc(N)c3cc4c(nc3n2)CC(C)(C)OC4)cc1	-4	-82	-1	-1	-5	-4	-1	-16	6	-47	-15
CCOc1cccc(C(=O)N2CCCCC2c2cccnc2)c1 (configuration not stated)	-7	20	-3	-1	1	-3	3	x	-13	21	8
CC(=O)Nc1ccccc1NC(=O)c1cc(C)cc(C)c1	20	17	3	3	0	-7	-29	-1	14	3	14
COc1ccccc1-c1nnc(SCC(=O)NC2CCCCC2)n1N	-6	-17	4	x	-4	-12	10	-7	-29	-34	-13
CN(C)CCC(=O)NCC1OCCc2ccccc21 (configuration not stated)	-1	3	-9	2	0	-10	-10	0	1	16	11
Cc1cc(C)c(NC(=O)c2ccoc2C)c(C)c1	-3	13	-2	1	17	3	4	x	7	4	8
CCOC(=O)N1CCN(C(=O)C(=O)Nc2sc3c(c2C(N)=O)CC(C)(C)OC3)CC1	-3	-2	8	2	0	4	4	-3	-17	8	11
CC(Sc1nnc(-c2cccnc2)n1-c1ccccc1)C(=O)NCc1ccc2c(c1)OCO2 (configuration not stated)	0	-82	0	0	2	9	-6	-9	-44	-144	-24
Cc1ccc(-n2c(N)cc(=O)nc2SCC(=O)N2CCN(c3ccccc3)CC2)cc1	-1	-6	-12	0	-5	-28	-6	-8	-10	-5	-2
COc1ccc(C(C)C)cc1S(=O)(=O)N1CCN(C)CC1	6	9	15	-1	2	-20	2	-4	-15	-2	9
O=C1CC(c2nc3ccccc3[nH]2)CN1Cc1ccccc1 (configuration not stated)	-4	-8	3	2	4	-5	15	-5	-3	-5	-3
N#Cc1c(/N=C/c2ccc(Br)s2)sc2c1CCC2	-14	-382	-4	x	15	-14	1	-6	-9	-234	-41
CCn1c(SCC(=O)c2ccc(O)c(O)c2)nnc1-c1ccc(C)cc1	7	-15	18	-3	16	-2	-4	-4	3	1	-3

The list goes on; it opens with the 2 that closed the last part.
SMILES	CF NFkB block	Peg3 prom inh	PDI turbidity	NR2E3 ag-1	Vif inh	Shn3 3UTR inh	KKLEB cytotox	CaV13 ICDI inh	NR2E3 ag-2	HIF-2a block	TRPM1 prom inh
N#Cc1c(/N=C/c2ccc(Br)s2)sc2c1CCC2	-14	-382	-4	x	15	-14	1	-6	-9	-234	-41
CCn1c(SCC(=O)c2ccc(O)c(O)c2)nnc1-c1ccc(C)cc1	7	-15	18	-3	16	-2	-4	-4	3	1	-3
NS(=O)(=O)c1ccc(CCNC(=O)c2ccc(Br)s2)cc1	-4	7	1	2	1	15	6	3	1	17	6
O=C(COC(=O)c1ccc(Cl)c(S(=O)(=O)N2CCOCC2)c1)NCc1ccco1	-15	0	2	-1	4	-22	7	-6	6	9	-12
CCOC(=O)C1CCN(C(=O)CN(c2ccc3c(c2)OCCO3)S(C)(=O)=O)CC1	-8	7	4	1	-1	10	4	-6	-17	12	4
Cc1ccc2oc(C(=O)Nc3ccc(S(=O)(=O)Nc4ncccn4)cc3)c(C)c2c1	-53	-6	2	2	x	19	16	-6	-4	4	-11
CC1CCCN(C(=O)c2cc3ccccc3cc2O)C1 (configuration not stated)	-7	-10	7	-2	x	-14	6	-5	-34	-5	2
COc1cc(OC)c(/C=N/NC(=O)c2ccncc2)cc1Br	5	-5	-1	1	10	-1	-14	-4	-15	12	-9
CC1(C)Cc2[nH]c(=S)c(C#N)cc2CO1	3	2	1	0	24	-10	3	-4	-13	1	2
CCOc1ccc(CC(=O)Nc2c(C(=O)Nc3ccccc3)oc3ccccc23)cc1OCC	11	-7	-1	5	-10	14	6	-4	-16	-18	5
Cc1ccc(S(=O)(=O)NC(=NC(C)C(=O)O)c2ccccc2)cc1 (configuration not stated)	5	3	-8	-3	-3	-23	-4	-5	-17	4	8
Cc1oc2cc(O)ccc2c(=O)c1-c1cnn(-c2ccccc2)c1	8	-42	-4	3	-12	20	16	-3	-30	-100	-4
COCC(=O)N(C)C[C@H]1Oc2cc(C#Cc3cccnc3)ccc2S(=O)(=O)N([C@H](C)CO)C[C@H]1C	44	-1	-3	x	9	-7	-15	-9	-30	-14	x
COc1cc2c(cc1Cl)C(=O)C(F)(c1ccccc1)C(=O)N2 (configuration not stated)	-3	0	-3	-4	1	13	-5	-4	-26	31	17

High-throughput results as filed in PubChem.
